MITF primary: human MITF inhibition, primary screen; O75030; AlphaScreen MITF homodimerization, bead proximity signal; inhibition, % at 2.6 µM; actives 0.91% (n = 650,000); in the data active = inhibition above about 50%;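 note: 0% = vehicle wells with protein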
TEAD-YAP inh: TEAD-YAP interaction inhibition; actives 1.4% (n = 640,000); inhibition, % at 9.12 µM; HEK-TIYL cells, TEAD-Gal4/YAP UAS-luciferase luminescence; AID 1259422; in the data active = inhibition above about 32%;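 note: 0% = median of test compound wells and 100% = reference inhibitor wells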
GPR151 ag: activators of human GPR151. Q8TDV0. PathHunter beta-arrestin GPR151 cells, luminescence. activation, % at 11.2 µM. actives 1% (n = 650,000). AID 1508602; in the data active = activation above about 4.9%;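 note: 0% = median of compound wells and 100% = cells with positive control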
FBW7 act: human FBW7 E3 ligase activation, primary screen; actives 0.13% (n = 650,000); AlphaScreen FBW7–phospho-cyclin E peptide binding, activator screen; normalized activity (activation), % at 26.1 µM; Q969H0; in the data active = normalized activity above about 1.9%;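 note: purified mutant Fbw7 with reduced substrate affinity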
Target sequence (Q969H0 whole entry, looked up): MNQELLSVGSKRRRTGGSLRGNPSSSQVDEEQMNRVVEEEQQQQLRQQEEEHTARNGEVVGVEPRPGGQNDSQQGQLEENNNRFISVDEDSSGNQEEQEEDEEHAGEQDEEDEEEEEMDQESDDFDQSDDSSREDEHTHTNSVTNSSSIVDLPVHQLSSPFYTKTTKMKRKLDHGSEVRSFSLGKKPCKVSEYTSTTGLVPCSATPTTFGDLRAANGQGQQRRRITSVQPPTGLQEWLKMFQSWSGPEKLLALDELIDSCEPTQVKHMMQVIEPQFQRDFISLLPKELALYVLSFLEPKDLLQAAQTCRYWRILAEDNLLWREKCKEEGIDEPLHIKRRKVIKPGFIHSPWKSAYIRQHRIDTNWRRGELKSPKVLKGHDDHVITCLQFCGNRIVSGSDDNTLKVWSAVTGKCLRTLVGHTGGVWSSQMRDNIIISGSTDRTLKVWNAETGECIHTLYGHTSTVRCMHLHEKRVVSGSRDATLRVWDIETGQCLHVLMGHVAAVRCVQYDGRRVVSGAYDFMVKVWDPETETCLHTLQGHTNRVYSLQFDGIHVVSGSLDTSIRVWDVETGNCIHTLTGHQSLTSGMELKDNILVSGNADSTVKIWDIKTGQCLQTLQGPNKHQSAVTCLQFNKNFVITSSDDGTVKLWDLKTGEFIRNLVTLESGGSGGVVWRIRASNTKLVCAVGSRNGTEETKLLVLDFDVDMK
* marks the source's active call; other numbers are inactive results; . = no result given.

[1] O=C(CSc1nc(O)cc(=O)[nH]1)Nc1nc2ccccc2s1
[2] CC(C)CC(NC(N)=O)C(=O)Nc1ccc(Cl)c(Cl)c1 (centres undefined)
[3] COc1ccc(C(=O)C(CCCCC(CN2CCCCC2)C(=O)c2ccc(OC)cc2)CN2CCCCC2)cc1 (centres undefined)
[4] COc1ccccc1CNC(=O)C(=O)NCC1OCCN1C(=O)c1ccc2c(c1)OCO2 (centres undefined)
[5] Cc1ccc(-c2nc3c(cnn3-c3ccccc3)c(=O)n2-c2cccc(C)c2)cc1

entry no.	1	2	3	4	5
MITF primary	-0.7	9.7	7.2	0.6	5.5
TEAD-YAP inh	3.3	-5.9	4.3	1.8	-6.1
GPR151 ag	2.5	-1.0	-0.8	-1.8	0.0
FBW7 act	-0.1	0.1	0.0	0.8	0.0

[6] COc1ccc(C2Nc3ccccc3-c3cc(C)nn32)cc1O (centres undefined)
[7] COC(=O)c1cc(Nc2cccc(OC)c2)c2cccc(F)c2n1
[8] CC(C)c1ccc(Nc2nc(Cl)nc(N3CCCCC3)n2)cc1
[9] NS(=O)(=O)c1ccc(Nc2nccc(-c3ccc(C=O)cc3)n2)cc1
[10] COc1cc(/C=C2\C(=O)NC(=O)N(C)C2=O)cc([N+](=O)[O-])c1O

entry no.	6	7	8	9	10
MITF primary	9.3	-8.8	-7.1	7.9	-1.2
TEAD-YAP inh	-18.8	8.5	0.6	-9.6	1.7
GPR151 ag	0.3	-1.3	-1.0	1.2	1.2
FBW7 act	-0.1	0.0	-0.1	-0.1	-0.6

[11] Cc1ccccc1CNC(=O)CN(c1cccc(Cl)c1C)S(C)(=O)=O
[12] COc1ccc(OC)c(C2CC(=O)N3C(=C2C#N)SCC3(O)c2ccc(C)cc2)c1 (centres undefined)
[13] O=C(NCCc1ccccc1)C1CCN(S(=O)(=O)c2cccc3cnccc23)CC1
[14] COC(=O)COc1ccc(C2NC(=O)NC(c3ccccc3)=C2C(C)=O)cc1OC (centres undefined)
[15] Cc1cccc(NC(=O)Cn2nnc3ccccc3c2=O)n1

entry no.	11	12	13	14	15
MITF primary	-3.0	13.0	9.3	-10.8	-2.2
TEAD-YAP inh	2.8	-4.9	7.4	-7.4	-4.9
GPR151 ag	3.2	-0.8	-0.2	-0.1	1.5
FBW7 act	0.1	0.0	0.0	-0.2	-0.1

[16] CCOc1ccc2[nH]c(=O)c(CN(CCO)Cc3nnnn3Cc3ccccc3)cc2c1
[17] O=C1NC2(CCCCCC2)N=C1c1ccc(Br)cc1
[18] CC(=O)c1cccc(NC(=O)CCOc2ccccc2)c1
[19] NC(=O)c1ccc(NC(=O)COC(=O)c2ccc(O)cc2)cc1
[20] CCCN1Cc2cccc(C(=O)Nc3ccc(OC)cc3)c2C1=O

entry no.	16	17	18	19	20
MITF primary	-9.6	5.6	14.9	-7.8	4.5
TEAD-YAP inh	-5.4	-1.6	-23.3	6.9	1.5
GPR151 ag	3.1	1.3	-0.1	0.0	-0.3
FBW7 act	0.1	0.0	0.2	0.0	0.1

[21] CC(C)C[C@@H]1NC(=O)[C@@H]2C[C@H](NCc3ccc(Cl)s3)CN2C1=O
[22] O=S(=O)(Cc1ccccc1)Nc1nccs1
[23] Cc1ccc(CNS(=O)(=O)c2c(C)n(C)c(=O)n(C)c2=O)cc1
[24] CCOC(=O)c1c(N2C(=O)CCC2=O)sc2c1CCC(C)C2 (centres undefined)
[25] O=C1CCN(S(=O)(=O)c2ccc(Cl)cc2)CCN1

entry no.	21	22	23	24	25
MITF primary	19.3	-6.0	-5.4	9.5	-2.0
TEAD-YAP inh	5.4	8.6	-4.8	4.2	4.4
GPR151 ag	-1.0	-0.7	0.1	1.2	0.7
FBW7 act	0.1	-0.2	-0.2	-0.1	-0.1

[26] COCC(C)NC(=O)CCSc1nc(-c2ccc(OC)cc2)cc(C(F)(F)F)n1 (centres undefined)
[27] CC(=O)Oc1cccc(C(=O)Nc2nc(C(C)(C)C)cs2)c1
[28] CSc1nc2c(c(=O)[nH]1)C(c1ccncc1)C(C(=O)OC(C)C)=C(C)N2 (centres undefined)
[29] CCCSc1nnc2c(n1)OC(c1cc3c(cc1[N+](=O)[O-])OCO3)Nc1ccccc1-2 (centres undefined)
[30] Cn1cnnc1SCC(=O)NCc1cccc(C(F)(F)F)c1

entry no.	26	27	28	29	30
MITF primary	-7.6	20.6	12.5	9.3	-2.4
TEAD-YAP inh	7.4	-9.3	-6.5	-27.6	-4.5
GPR151 ag	0.7	7.3*	0.2	-0.5	0.6
FBW7 act	-0.1	0.1	0.2	-0.1	0.0

[31] O=C(NCc1ccco1)/C(=C\C=C/c1ccccc1)NC(=O)c1ccccc1
[32] COc1ccc(-c2c(C(F)(F)F)oc3cc(OC(=O)c4cc(OC)c(OC)c(OC)c4)ccc3c2=O)cc1OC
[33] O=C1CCC([N+](=O)[O-])C(c2cccc3ccccc23)N1 (centres undefined)
[34] COc1ccc(Br)cc1/C=C/C(=O)Nc1ccc(Cl)cn1
[35] CCOc1ccc(-c2cc(C(=O)NCc3ccc(C)cc3)no2)cc1

entry no.	31	32	33	34	35
MITF primary	3.4	3.7	-13.4	-3.4	-2.0
TEAD-YAP inh	-12.0	3.0	-1.1	1.6	11.1
GPR151 ag	0.2	-0.5	2.1	0.6	-1.9
FBW7 act	-0.1	-0.1	0.0	-0.1	0.1

[36] CS(=O)(=O)Nc1ccc(-c2n[nH]c(=S)n2Cc2ccco2)cc1
[37] Cc1cccc(N2CCN(C(=O)c3ccc4c(c3)NC(=O)C(CSCc3ccc(Cl)cc3)N4)CC2C)c1 (centres undefined)
[38] Cc1ccc(CN2C(=O)CN(C3CCC(C)CC3)C(=O)C2c2ccc(C)cc2)cc1 (centres undefined)
[39] NC(=S)N/N=C/c1cn(Cc2cnc(Cl)s2)c2ccccc12
[40] Cc1cccc(OCC(=O)O/N=C(\N)c2cccnc2)c1

entry no.	36	37	38	39	40
MITF primary	9.5	6.5	-5.2	3.0	12.3
TEAD-YAP inh	9.6	13.4	-0.9	12.6	-1.8
GPR151 ag	-1.0	-0.7	-0.5	-0.8	-2.0
FBW7 act	0.3	0.0	-0.2	-0.2	0.1

[41] COc1ccc(OC)c(C2C3=C(CCCC3=O)N(c3ccc([N+](=O)[O-])cc3)C(=N)/C2=C(/O)c2ccc(C)cc2)c1 (centres undefined)
[42] Cc1ccc(-c2csc(N)n2)cc1C
[43] CC1(C)C(=O)OC(c2ccccc2F)C(C)(C)C1=O (centres undefined)
[44] O=C(Cn1cnc2c(cnn2-c2ccc(Cl)cc2)c1=O)N1CCCc2ccccc21
[45] CN(CC(=O)Nc1cccc(F)c1)C(=O)C1CCCCC1

entry no.	41	42	43	44	45
MITF primary	-1.4	8.2	12.1	10.9	-10.1
TEAD-YAP inh	12.7	-55.2	4.2	4.0	1.4
GPR151 ag	3.7	-0.3	1.6	-0.7	-0.1
FBW7 act	0.0	0.2	-0.1	0.0	-0.1

[46] CCCOc1cccc(C(=O)Nc2cc(Cl)ccc2C(=O)O)c1
[47] Cc1ccc2ncc(C(=O)N3CCN(c4ccccc4Cl)CC3)c(=O)n2c1
[48] O=C(NC1CCCCCC1)C1CCCN(S(=O)(=O)c2cnc[nH]2)C1 (centres undefined)
[49] CCOC(=O)C1=CN(c2ccc(C(=O)OC)cc2)C=C(C(=O)OCC)C1c1cccs1
[50] CC(NC(=O)c1ccc(F)cc1)C(c1cccs1)N1CCN(C)CC1 (centres undefined)

entry no.	46	47	48	49	50
MITF primary	-5.2	5.1	-4.2	22.1	8.1
TEAD-YAP inh	-5.6	-8.3	0.1	8.8	2.3
GPR151 ag	-2.4	-2.1	0.8	-1.1	-0.4
FBW7 act	-0.1	-0.3	0.8	0.8	0.1

[51] FC(F)(F)Oc1cccc(-c2cnc(N3CCOCC3)c3nccn23)c1
[52] CCc1nnc(SCC(=O)Nc2nc(-c3ccc(OC)cc3)cs2)n1-n1cccc1
[53] Cc1ccc(C)c(C(=O)COC(=O)CCCC(=O)Nc2cc(C(F)(F)F)ccc2Cl)c1
[54] Cc1nc2cc(C(=O)NCCN3CCOCC3)ccc2n1-c1ccc(Br)cc1
[55] CCCc1nnc(SCC(=O)N2CCN(c3ccccc3OC)CC2)n1C

entry no.	51	52	53	54	55
MITF primary	13.3	-6.1	-11.8	-9.3	0.0
TEAD-YAP inh	12.6	-0.5	5.2	1.8	4.6
GPR151 ag	-1.0	-0.5	-0.3	-0.9	0.3
FBW7 act	0.6	-0.1	-0.1	-0.1	0.0

In a second layout: 5 of the compounds above
item | Molecule | MITF primary | TEAD-YAP inh | GPR151 ag | FBW7 act
53 | Cc1ccc(C)c(C(=O)COC(=O)CCCC(=O)Nc2cc(C(F)(F)F)ccc2Cl)c1 | -11.8 | 5.2 | -0.3 | -0.1
51 | FC(F)(F)Oc1cccc(-c2cnc(N3CCOCC3)c3nccn23)c1 | 13.3 | 12.6 | -1.0 | 0.6
55 | CCCc1nnc(SCC(=O)N2CCN(c3ccccc3OC)CC2)n1C | 0.0 | 4.6 | 0.3 | 0.0
52 | CCc1nnc(SCC(=O)Nc2nc(-c3ccc(OC)cc3)cs2)n1-n1cccc1 | -6.1 | -0.5 | -0.5 | -0.1
54 | Cc1nc2cc(C(=O)NCCN3CCOCC3)ccc2n1-c1ccc(Br)cc1 | -9.3 | 1.8 | -0.9 | -0.1

Continued:
[56] COC(=O)c1c(C)oc2c1cc(NS(=O)(=O)c1ccccc1)c1ccccc12
[57] O=C(Nc1ncn[nH]1)c1cccc(Br)c1
[58] O=C(NCCCO)c1cc2sc3ccccc3c2s1
[59] O=[N+]([O-])c1ccc(Cl)c(N=Cc2nc(-c3ccccc3)oc2O)c1
[60] COC(=O)c1c(NC(=O)c2c(OC)cccc2OC)sc2c1C(C(=O)OC)CC2 (centres undefined)

entry no.	56	57	58	59	60
MITF primary	0.3	1.7	-1.6	-6.9	-7.1
TEAD-YAP inh	4.5	0.2	-62.0	-1.4	-9.4
GPR151 ag	1.7	0.8	0.0	-0.1	0.1
FBW7 act	0.0	-0.2	-0.2	0.0	0.1

Reprinted at random: 2 entries already listed
[57] O=C(Nc1ncn[nH]1)c1cccc(Br)c1
[56] COC(=O)c1c(C)oc2c1cc(NS(=O)(=O)c1ccccc1)c1ccccc12

entry no.	57	56
MITF primary	1.7	0.3
TEAD-YAP inh	0.2	4.5
GPR151 ag	0.8	1.7
FBW7 act	-0.2	0.0

(cont.)
[61] CCOC(=O)CC(NC(=O)c1ccco1)c1ccc(OC)cc1 (centres undefined)
[62] FC(F)(F)c1ccc(Cn2cnc3c(NCc4cccc(C(F)(F)F)c4)nc(Nc4ccc(N5CCOCC5)cc4)nc32)cc1
[63] CCC(CC)C(=O)Nc1nnc(SCC(=O)N2CCCc3ccccc32)s1
[64] O=C(NCC1CCC2(CCN(C(=O)c3cccc(F)c3F)CC2)O1)C1CCCCC1 (centres undefined)
[65] COc1cccc(-c2nnc(NC(=O)CCS(=O)(=O)c3ccccc3)o2)c1

entry no.	61	62	63	64	65
MITF primary	-2.6	5.1	2.1	-6.0	19.0
TEAD-YAP inh	-4.2	2.3	10.7	6.1	-4.5
GPR151 ag	0.2	5.0*	0.1	0.9	-1.1
FBW7 act	0.0	-0.1	-0.1	0.0	-0.2

[66] CCOC(=O)CCn1c(=O)c2c(nc3n(-c4ccccc4)c(C)c(C)n23)n(C)c1=O
[67] COc1ccc(Cl)cc1NC(=O)Nc1ccc2c(c1)N(C(=O)c1ccccc1)CCC2
[68] CC(CC(=O)NC(C)(C)C)S(=O)(=O)c1ccc2c(c1)OCC(=O)N2 (centres undefined)
[69] CO[C@@H]1COC(=O)C/C=C/[C@@H](C)[C@H](OC)COC(=O)[C@@H]2CCCN2C(=O)C/C=C/[C@H]1C
[70] CCCC1=NN2C(=N)/C(=C/c3ccc(OCCOc4ccc(Br)cc4)cc3)C(=O)N=C2S1

entry no.	66	67	68	69	70
MITF primary	2.5	-0.9	8.5	-2.9	-11.1
TEAD-YAP inh	-1.6	-0.9	-0.3	.	-3.6
GPR151 ag	0.3	-1.9	3.0	-0.5	-0.4
FBW7 act	0.0	0.0	0.1	0.0	0.0

[71] CCCCc1c(O)nc(SCC(=O)N2CCCCC2)[nH]c1=O
[72] Cc1ccc(Nc2cc(N3CCOCC3)c3noc4c3c2C(=O)c2ccccc2-4)cc1
[73] CCN(CC)CCC(=O)N1c2ccccc2Sc2ccc(C(F)(F)F)cc21
[74] O=C(CSc1nc2ccsc2c(=O)n1-c1ccccc1)N1CCCCCC1
[75] Cn1ccnc1C1(O)COC2(CCN(C(=O)c3ccc(OC4CSC4)cc3)CC2)C1 (centres undefined)
[76] CC(C)c1ccc(NC(=O)c2ccc(Sc3ccccc3Cl)c([N+](=O)[O-])c2)cc1
[77] CC(C)N1CCNC(=O)C1CC(=O)N1CCN(C2CCCCC2)C(=O)C1 (centres undefined)
[78] Cc1cc(C)c2nc3sc(C(=O)NC(C)(C)C)c(N)c3cc2c1

entry no.	71	72	73	74	75	76	77	78
MITF primary	7.3	11.3	-4.2	-13.8	2.3	1.3	1.4	8.5
TEAD-YAP inh	6.3	12.3	8.4	-12.1	8.2	-4.5	0.1	4.4
GPR151 ag	1.3	0.2	0.6	-0.9	-0.5	0.2	-0.1	0.2
FBW7 act	0.0	-0.2	0.0	-0.2	-0.2	0.4	0.1	0.1

From PubChem BioAssay
